SENP1 inh – human SENP1 catalytic domain inhibitors, primary screen, biochemical, FRET, uHTS; Sentrin-specific protease 1 (Homo sapiens), Q9P0U3; recombinant SENP1 catalytic domain, CyPet-SUMO1-YPet FRET cleavage; inhibition, % at 10 µM; 0.21% of 360,000 active; AID 624204, 2012;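 active means inhibition at least 30% at 10 µM, raw YFP signal under a set limit, fluorescence ratio 0.5 to 1.5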;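 further: 0% = enzyme with DMSO and 100% = no enzyme wells; some results filed as inactive read as strong as hits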
Target sequence (Q9P0U3 419-644 limits assumed): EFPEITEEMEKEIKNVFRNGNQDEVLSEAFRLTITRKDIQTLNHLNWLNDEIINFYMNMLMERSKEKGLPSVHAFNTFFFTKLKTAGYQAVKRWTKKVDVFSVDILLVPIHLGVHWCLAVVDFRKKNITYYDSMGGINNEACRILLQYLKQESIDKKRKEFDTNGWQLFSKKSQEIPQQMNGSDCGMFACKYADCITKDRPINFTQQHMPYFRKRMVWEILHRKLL
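Compound: 10 µM single point, 0.5% DMSO; Test system: hSENP1 catalytic domain, recombinant; Timing: 50 min reaction at room temperature; Technique: FRET, CFP and YFP emission; Control set: no-enzyme wells low, DMSO-plus-enzyme wells high control.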
MIN6 prolif – inducers of MIN6 beta-cell proliferation, primary screen, ATP luminescence, uHTS | proliferation, % at 10 µM | 0.29% of 330,000 active | MIN6 cells proliferation, ATPlite luminescence, 48 h; cells starved in 0.2% serum; 100% = growth in 10% serum;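 active means compounds whose signal lies at least 3.5 SD above the mean of all wells on their plate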;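 further: 0% = DMSO-treated cells in low-serum medium and 100% = 10% serum control; some compounds called inactive have numbers as strong as hits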
APOBEC3A inh – APOBEC3A ssDNA deaminase inhibitors, primary screen, selectivity assay for APOBEC3G inhibitor project, biochemical, FAM/TAMRA oligo cleavage fluorescence; DNA dC->dU-editing enzyme APOBEC-3A (Homo sapiens), P31941; AID 493011, 2011; recombinant A3A, FAM/TAMRA ssDNA deamination fluorescence; inhibition, % at 20 µM; 0.41% of 330,000 active;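 active means at least 40% inhibition at 20 µM here, with at most 30% in a related deaminase screen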;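 further: plate controls were A3A with DMSO for no effect and wells lacking A3A enzyme for full effect; some results filed as inactive read as strong as hits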
Target sequence (P31941 whole entry, looked up): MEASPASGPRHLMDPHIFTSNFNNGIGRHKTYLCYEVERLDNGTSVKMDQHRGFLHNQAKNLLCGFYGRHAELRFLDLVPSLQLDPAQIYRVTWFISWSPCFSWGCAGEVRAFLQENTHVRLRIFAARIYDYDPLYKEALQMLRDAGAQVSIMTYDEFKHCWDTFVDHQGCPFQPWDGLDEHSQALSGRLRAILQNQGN
mIAP act – activators of mouse IAP, primary screen, biochemical, luminescence, uHTS. intestinal alkaline phosphatase [Mus musculus]. muIAP, CDP-Star luminescence, 30 min; active compounds read high; 1 = vehicle-only enzyme signal, 0 = enzyme-free wells. activation factor at 10 µM. 0.24% of 330,000 active;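 active means activation factor of at least 2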; further: the source names both 10 and 20 µM as test concentration; values of inactives mirror those of a sister screen read the other way
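System: mouse IAP enzyme. Reagent: CDP-Star chemiluminescent phosphatase substrate. Benchmarks: DMSO wells, no-enzyme wells. Times: 30 min enzyme-substrate-compound incubation at room temperature. Detection: luminescence from enzymatic CDP-Star hydrolysis. Doses: test compounds delivered from DMSO solution.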
NALP3 yeast inh – NALP3 inflammasome inhibitors in reconstituted yeast, primary screen, luminescence, uHTS; inhibition, % at 10 µM; Yeast reconstituted NLRP3/ASC/caspase-1, beta-gal luminescence, 24 h; 0.39% of 330,000 active;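 active means inhibition of 50% or more; inactive means inhibition below 50%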;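 further: plate controls were induced DMSO wells for no effect and uninduced yeast grown without galactose for full effect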
hIAP block – human IAP inhibitors, primary screen, biochemical, luminescence, uHTS; Intestinal-type alkaline phosphatase (Homo sapiens), P09923; purified IAP, CDP-Star luminescence, 30 min; inhibition, % at 10 µM; 0.12% of 330,000 active; AID 2544, 2010;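 active means inhibition reaching a set limit with compound at 10 µM in the primary screen, cut at about 35% in these data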;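 further: plate controls were DMSO wells with enzyme for no effect and no-enzyme buffer wells for full effect; values of inactives mirror those of a sister screen read the other way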
mIAP inh – inhibitors of mouse IAP, primary screen, biochemical, luminescence, uHTS. intestinal alkaline phosphatase [Mus musculus]. purified mouse IAP, CDP-Star luminescence, 30 min. 0.2% of 330,000 active. inhibition, % at 10 µM;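 active means inhibition of at least 40% at 10 µM in the primary screen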;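 further: plate controls were DMSO with enzyme for no effect and no enzyme wells for full effect; values of inactives mirror those of a sister screen read the other way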
hIAP activ – human IAP activators, primary screen, biochemical, luminescence, uHTS. purified human IAP, CDP-Star luminescence, 30 min; active compounds read high; 1 = vehicle-only enzyme, 0 = enzyme-free background. 0.16% of 330,000 active. Intestinal-type alkaline phosphatase (Homo sapiens), P09923. activation factor at 10 µM;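 active means activation factor of the enzyme at least 2-fold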; further: the source names both 10 and 20 µM as test concentration; values of inactives mirror those of a sister screen read the other way
APOBEC3G inh – APOBEC3G DNA deaminase inhibitors, primary screen, biochemical, fluorescence, single-stranded DNA substrate, uHTS; DNA dC->dU-editing enzyme APOBEC-3G (Homo sapiens), Q9HC16; recombinant A3G, ssDNA deamination FAM/TAMRA fluorescence; inhibition, % at 20 µM; 0.28% of 330,000 active; AID 493012, 2011;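 active means inhibition of at least 40% at 20 µM, with no more than 30% in the related APOBEC3A deaminase screen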;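 further: plate controls were DMSO wells with A3G for no effect and wells lacking A3G enzyme for full effect; some compounds called inactive have numbers as strong as hits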
Target sequence (Q9HC16 whole entry, looked up): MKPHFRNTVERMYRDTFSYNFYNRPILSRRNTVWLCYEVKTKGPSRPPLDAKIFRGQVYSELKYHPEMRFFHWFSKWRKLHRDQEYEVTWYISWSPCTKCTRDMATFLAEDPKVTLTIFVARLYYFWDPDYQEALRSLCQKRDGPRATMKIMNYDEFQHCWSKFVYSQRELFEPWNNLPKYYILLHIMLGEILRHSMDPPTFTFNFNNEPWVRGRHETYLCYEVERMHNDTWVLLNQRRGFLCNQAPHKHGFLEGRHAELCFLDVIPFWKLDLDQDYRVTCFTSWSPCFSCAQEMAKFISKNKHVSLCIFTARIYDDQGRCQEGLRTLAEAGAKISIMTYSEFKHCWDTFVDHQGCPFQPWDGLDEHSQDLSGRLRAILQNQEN
Numbers without * were called inactive.

no.	Compound	APOBEC3A inh	APOBEC3G inh	SENP1 inh	NALP3 yeast inh	MIN6 prolif	hIAP activ	mIAP act	mIAP inh	hIAP block
1	Cc1cc(N2CCN(C)CC2)ccc1NC(=O)c1cccc(S(=O)(=O)N2CCc3ccccc3C2)c1	10	-11	2	8	-6	0.94	0.97	2	6
2	O=C(CNCc1ccccc1Cl)NCc1ccco1	-1	-4	-2	-6	-3	1.1	1.1	-10	-6
3	O=C(CCC(=O)Nc1ccccc1)NNC(=O)C(c1ccccc1)c1ccccc1	3	-1	2	6	-3	1.5	0.92	8	-50
4	CC(=O)OCC(COC(C)=O)OC(C)=O	1	-5	2	18	-1	1	1	-1	-2
5	O=C(O)CCC(=O)NNC(=O)c1ccc(-c2ccccc2)cc1	4	-1	0	8	0	0.89	0.98	2	11
6	CC(C)OC(=O)Cn1c(=O)sc2ccccc21	2	-2	0	-21	2	0.84	0.94	6	16
7	COc1cc(/C=C/c2nnc3c4ccccc4ncn23)cc(OC)c1OC	1	3	-2	0	0	1.2	1.1	-5	-21
8	Cc1ccc(-n2ncc(C(=O)O)c2C2CCN(C(=O)OC(C)(C)C)CC2)cc1	-1	0	-1	6	-3	0.93	1	-5	7
9	CCC(C)NC(=O)c1nn(C)c(=O)c2ccccc12 (stereo not given)	1	-2	-1	16	-2	0.97	1	-2	3
10	COc1ccc([N+](=O)[O-])cc1C1NN=C(c2cccc3ccccc23)S1 (stereo not given)	1	-5	-4	21	0	1.1	0.98	2	-10
11	COc1ccccc1OCCCn1c(C)c(C#N)c2ccccc21	3	1	-10	10	0	0.96	1	-2	4
12	COc1ccccc1Oc1ccc(NC(=O)c2ccccc2C)cc1	4	-5	-1	15	-2	1	1	0	-1
13	CCn1c2ccccc2c2cc(CNCc3ccc(OC)cc3OC)ccc21	4	-7	2	36	-6	1.1	0.97	2	-7
14	CCN1C(=NCCCOC(C)C)N[C@@H](c2ccccc2)[C@H](C(=O)OC)[C@H]1C	44*	14	-1	23	-2	0.96	1	-1	4
15	O=c1[nH]c(Nc2ccc3c(c2)OCCO3)nnc1Cc1ccc(Cl)cc1	-2	0	2	11	0	0.98	1.1	-8	2
16	CC(C)CCn1cnc2c1c(=O)[nH]c(=O)n2Cc1ccccc1	-3	-7	0	13	-1	1.1	1	0	-7
17	CCOc1cc(CNCC(O)c2ccccc2)cc(Cl)c1OC (stereo not given)	0	-8	1	4	-2	1.1	0.98	2	-8
18	Cc1ccccc1NC(=O)c1cccc(NC(=O)c2ccccc2C(=O)O)c1	-4	-9	-1	9	-3	1.1	0.97	3	-6
19	CCN(CC)CCN1C(=O)C(O)=C(C(=O)c2cccs2)C1c1ccc(C)o1 (stereo not given)	-2	0	-6	-16	-2	1	1	-3	-3
20	CCN1CCN(CCCNC(=O)c2cn(CCOC)c(=O)c3c2c2ccccc2n3C)CC1	-9	-5	0	-2	-1	1	0.99	1	0
21	COc1ccccc1C(=O)OCC(=O)NC(=O)NC1CCCC1	1	-5	2	13	-2	0.94	0.94	6	6
22	Cc1ccc(C)c(N2C(=O)CC(Cc3ccccc3)C2=O)c1 (stereo not given)	-5	-8	-1	11	0	1	0.99	1	-4
23	Cc1cc(C)c[n+](-c2[nH]c(=O)sc2/C=N/N=C(\[O-])c2cccnc2)c1	-6	-3	3	14	2	1.1	0.96	4	-7
24	COc1ccc(OC)c(NC(=O)CCC(=O)Nc2nnc(C(F)(F)F)s2)c1	0	-1	2	12	4	0.88	0.93	8	12
25	COc1ccccc1Oc1ccc(N2CC(C(=O)OCC(=O)c3ccccc3)CC2=O)cc1 (stereo not given)	-1	-6	0	13	4	1.2	1	0	-18
26	COCCC(=O)N1CCCC(C(=O)c2ccc(C(F)(F)F)cc2)C1 (stereo not given)	-2	-11	2	18	-2	1.1	0.98	2	-11
27	CC1CCCC(NC(=O)COC(=O)COc2ccc(Cl)cc2)C1C (stereo not given)	-2	-3	6	9	0	1	1	0	-4
28	O=C1CN(C(=O)CSc2nc(-c3ccccc3)cs2)c2ccccc2N1	0	2	-3	1	1	1.2	0.88	12	-18
29	CC(NC(=O)COc1ccc(Br)cc1)C(=O)O (stereo not given)	2	-1	1	-2	0	0.84	1.1	-9	16
30	COc1cccc(OC)c1C(=O)NC(=S)Nc1ccc2oc(=O)ccc2c1	4	-6	3	-7	3	0.95	1.1	-5	5

Record cards, from the list above. Screens in order: APOBEC3A inh	APOBEC3G inh	SENP1 inh	NALP3 yeast inh	MIN6 prolif	hIAP activ	mIAP act	mIAP inh	hIAP block
COc1ccc(OC)c(NC(=O)CCC(=O)Nc2nnc(C(F)(F)F)s2)c1 as listed: 0	-1	2	12	4	0.88	0.93	8	12
CC(C)OC(=O)Cn1c(=O)sc2ccccc21 as listed: 2	-2	0	-21	2	0.84	0.94	6	16

From no. 24 up to 30, copied from above:
no.	Compound	APOBEC3A inh	APOBEC3G inh	SENP1 inh	NALP3 yeast inh	MIN6 prolif	hIAP activ	mIAP act	mIAP inh	hIAP block
24	COc1ccc(OC)c(NC(=O)CCC(=O)Nc2nnc(C(F)(F)F)s2)c1	0	-1	2	12	4	0.88	0.93	8	12
25	COc1ccccc1Oc1ccc(N2CC(C(=O)OCC(=O)c3ccccc3)CC2=O)cc1 (stereo not given)	-1	-6	0	13	4	1.2	1	0	-18
26	COCCC(=O)N1CCCC(C(=O)c2ccc(C(F)(F)F)cc2)C1 (stereo not given)	-2	-11	2	18	-2	1.1	0.98	2	-11
27	CC1CCCC(NC(=O)COC(=O)COc2ccc(Cl)cc2)C1C (stereo not given)	-2	-3	6	9	0	1	1	0	-4
28	O=C1CN(C(=O)CSc2nc(-c3ccccc3)cs2)c2ccccc2N1	0	2	-3	1	1	1.2	0.88	12	-18
29	CC(NC(=O)COc1ccc(Br)cc1)C(=O)O (stereo not given)	2	-1	1	-2	0	0.84	1.1	-9	16
30	COc1cccc(OC)c1C(=O)NC(=S)Nc1ccc2oc(=O)ccc2c1	4	-6	3	-7	3	0.95	1.1	-5	5

(more compounds)
no.	Compound	APOBEC3A inh	APOBEC3G inh	SENP1 inh	NALP3 yeast inh	MIN6 prolif	hIAP activ	mIAP act	mIAP inh	hIAP block
31	CC(=O)NCCC(=O)Nc1nc(-c2ccc3ccccc3c2)cs1	-3	-8	-4	30	-2	1.1	1	-4	-10
32	CN(C)c1ccncc1C(=O)Nc1ccc(F)cc1F	-2	-12	4	13	0	1.1	1.1	-10	-7
33	Cc1ccc(S(=O)(=O)NCC(=O)OCC(=O)c2cccs2)cc1	2	21	-1	11	-1	0.93	1.1	-6	8
34	COc1cc(Cl)c(C)cc1NC(=O)CCNC(=O)c1ccco1	-1	-2	3	14	-4	1	1	-2	-2
35	COc1ccc2[nH]c3c(c2c1)CCN1C(=O)N([C@@H](C)C(=O)NCCc2ccc(F)cc2)C(=O)[C@]31C	8	-1	-10	17	-3	0.89	0.96	4	12
36	FC(F)(F)c1cc(-c2ccccc2)nc(NCc2cccs2)n1	-2	-8	-1	11	-5	0.89	0.98	2	11
37	Cc1ccc(C(=O)NNC(=O)Cc2ccccc2)cc1	3	1	0	6	-3	1	1	-4	-3
38	CCOC(=O)c1cnc(SCC(=O)N2CCN(c3ccccc3)CC2)nc1N	-5	-6	1	-6	2	1	0.95	5	-3
39	Cc1c(C#N)c(O)[nH]c(=O)c1N=Nc1ccc(Cl)c(C(=O)O)c1	-2	-8	2	7	-3	1	0.91	9	-2
40	CC(=O)C1=C(C)NC(SCC(=O)c2ccc(Cl)cc2)=C(C#N)C1c1ccco1 (stereo not given)	4	-2	-23	23	-5	0.94	0.82	18	6
41	Cc1ccc([N+](=O)[O-])c(-c2n[nH]c(=S)n2-c2cccc(Cl)c2)c1	2	14	5	20	-2	0.93	0.96	4	7
42	COc1ccc(-c2c(-c3cc(OC)cc(OC)c3)n(C)c3ccc(-c4ccc5cc[nH]c5c4)cc23)cc1	0	-9	-2	25	-3	0.85	0.99	0	15
43	Cc1cc2ccccc2n1CCNC(=O)c1ccccc1	-1	0	-40	13	-3	1.2	1	-1	-20
44	COc1ccccc1CC(=O)NC1CC(C)(C)NC(C)(C)C1	0	-6	2	8	-2	0.95	0.99	1	5
45	C=CCOc1ccccc1CNc1ccc2c(c1)OCCO2	0	-3	-27	26	-6	0.94	0.97	3	6
46	CC(=O)Nc1ccc(-c2csc(NC(=O)C3CSC4(C)CCC(=O)N34)n2)cc1 (stereo not given)	3	-6	-5	19	-3	1	0.92	8	-4

Four compounds already listed, arranged by the value under APOBEC3G inh, low to high.
cpd	structure	APOBEC3G inh
31	CC(=O)NCCC(=O)Nc1nc(-c2ccc3ccccc3c2)cs1	-8
40	CC(=O)C1=C(C)NC(SCC(=O)c2ccc(Cl)cc2)=C(C#N)C1c1ccco1 (stereo not given)	-2
43	Cc1cc2ccccc2n1CCNC(=O)c1ccccc1	0
41	Cc1ccc([N+](=O)[O-])c(-c2n[nH]c(=S)n2-c2cccc(Cl)c2)c1	14

From PubChem BioAssay

These rows are one share of the data (hit frequency here may not be typical).
